Compound activity deposited in PubChem by National Center for Advancing Translational Sciences (NCATS).
Lamin A splicing – LMNA splicing modulation | HeLa LMNA splicing GFP/RFP minigene ratio, 48 h | Potency, µM (doses to about 46.1 µM), inactives show at the highest dose ratio change, negative = inhibition, usual class: inhibitors | 0.01% of 200,000 active | AID 1487; active = well fitted inhibition curve with a large enough effect in the signal ratio, with a control signal flat, not every such curve was filed as active; inconclusive = small, poorly fitted or top-dose-only effect, or effect the other way, or a change in a side signal; the % refers to the signal ratio; note: % is set by controls: 0 for no effect and ±100 for the full control effect
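S3 HeLa stable clones carrying a lamin A-EGFP splicing minigene plus DsRed2 were seeded at 600 cells/well in Opti-MEM with 2% FBS, pin-dosed and incubated 48 h at 37°C. Acumen cytometry (488 nm) gave the GFP/RFP total-intensity ratio.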
ALDH1A1 inh – ALDH1A1 (human) enzyme inhibition. P00352. Purified ALDH1A1, NADH fluorescence, propionaldehyde substrate. Potency, µM (top dose mostly 75.3 µM), for the others: at the highest dose activity, negative = inhibition, actives largely listed as inhibitors. 7.3% of 220,000 active; active = well fitted inhibition curve with a large enough effect, not every such curve was filed as active; inconclusive = small, poorly fitted or top-dose-only effect, or another doubt; inactive = no such curve, though single readings can be large or run the other way;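 note: plate controls were no enzyme wells and a reference inhibitor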
Target sequence (P00352 whole entry, looked up): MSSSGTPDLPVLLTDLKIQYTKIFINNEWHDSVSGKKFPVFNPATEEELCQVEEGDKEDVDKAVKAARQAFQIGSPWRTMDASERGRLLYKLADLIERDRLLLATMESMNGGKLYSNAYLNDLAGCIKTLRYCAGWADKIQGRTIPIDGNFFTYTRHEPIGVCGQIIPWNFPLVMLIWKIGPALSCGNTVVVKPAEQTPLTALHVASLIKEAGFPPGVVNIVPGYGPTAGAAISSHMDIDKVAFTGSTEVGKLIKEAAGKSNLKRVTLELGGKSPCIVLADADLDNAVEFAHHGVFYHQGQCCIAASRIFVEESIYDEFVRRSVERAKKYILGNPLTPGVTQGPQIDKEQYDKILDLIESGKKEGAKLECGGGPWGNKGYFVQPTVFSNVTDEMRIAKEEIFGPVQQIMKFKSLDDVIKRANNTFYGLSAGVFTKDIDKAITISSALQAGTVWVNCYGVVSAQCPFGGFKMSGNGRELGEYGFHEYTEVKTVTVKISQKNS
RECQ1 inh – inhibitors of human RECQ1 DNA helicase | 0.54% of 240,000 active | RECQ1 DNA unwinding, red fluorescence kinetic read | Potency, µM (series often up to 57.3 µM), without a hit: at the top dose activity, negative = inhibition, most hits filed as inhibitors | P46063;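 note: plate controls were vehicle for no effect and no enzyme for full effect; nearly all actives have a fitted effect of over 30% in size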
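50 nM RECQ1T1 preincubated 15 min with compound in Tris pH 8.0 buffer with MgCl2, DTT, Tween-20 and 2.5 ug/ml poly(dI-dC); started with 200 nM TAMRA/BHQ-2 forked duplex and 2 mM ATP. Unwinding read as fluorescence (525/598 nm), two reads 2 h apart.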
SMN2 splice up – SMN2 splice variant enhancement | 2.8% of 210,000 active | HEK293 SMN2-luciferase splicing reporter, luminescence, 30-36 h | Potency, µM (top dose mostly 46.1 µM), inactives show top-dose activity change, positive = activation, most hits filed as activators | AID 1458; note: % of control where 0% means no effect; nearly all actives have a fitted effect of over 55% in size
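HEK293 cells carry an SMN2 minigene-luciferase reporter in which exon 7 inclusion puts luciferase in frame. Cells were seeded at 2000 cells/well, attached for 10-12 hours, then exposed to compounds for 30-36 hours at 37C before ONE-Glo luminescence.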
L3MBTL1 block – L3MBTL1 (human) inhibition. 0.66% of 230,000 active. AlphaScreen L3MBTL1–H3K9me1 peptide binding. Potency, µM (highest dose often 57.1 µM), for inactives: top-dose activity, negative = inhibition, usual class: inhibitors. Q9Y468; note: % is set by controls: 0 for no effect and ±100 for the full control effect; nearly all actives have a fitted effect of over 60% in size
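AlphaScreen proximity signal between nickel-chelate acceptor and streptavidin donor beads (final 10 ug/mL) reports binding of 50 nM L3MBTL1 to 75 nM biotin-H3 K9me1 peptide; complex incubated with compounds 30 min at room temperature; cefsulodin titration as control.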
Tau fibril ThT – inhibitors of human tau fibril formation, thioflavin T binding. P10636. AID 1460. Potency, µM (doses to about 57.4 µM), without a hit: at the highest dose activity, negative = inhibition, actives largely listed as inhibitors. recombinant tau K18 P301L (four-repeat tau fragment), heparin-induced fibrillization, ThT fluorescence. 2.1% of 270,000 active; note: % is set by controls: 0 for no effect and ±100 for the full control effect; nearly all actives have a fitted effect of over 55% in size
Target sequence (P10636 561-689 P618L limits assumed): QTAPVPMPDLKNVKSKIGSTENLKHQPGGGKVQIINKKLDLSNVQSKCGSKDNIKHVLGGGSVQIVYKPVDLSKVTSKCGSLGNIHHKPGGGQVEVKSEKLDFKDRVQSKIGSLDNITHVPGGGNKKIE
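In this qHTS, human K18 P301L tau is incubated with compound and heparin for 6 hr at 37 C, and Thioflavin T fluorescence then reports fibril load.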
KDM4E inh – JMJD2E (human) inhibition | JMJD2E catalytic domain, FDH-coupled NADH fluorescence (FDH is formaldehyde dehydrogenase) | AID 2147 | B2RXH2 | Potency, µM (top dose mostly 57.1 µM), without a hit: at the highest dose activity change, negative = inhibition, most hits filed as inhibitors | 1.6% of 230,000 active; active = well fitted inhibition curve with a large enough effect, not every such curve was filed as active; inconclusive = small, poorly fitted or top-dose-only effect, or another doubt; inactive = no such curve, though single readings can be large or run the other way;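 note: 0% = wells with enzyme and -100% = buffer wells without enzyme; nearly all actives have a fitted effect of over 50% in size; many of its hits are not listed in these tables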
Target sequence (B2RXH2 1-337 limits assumed): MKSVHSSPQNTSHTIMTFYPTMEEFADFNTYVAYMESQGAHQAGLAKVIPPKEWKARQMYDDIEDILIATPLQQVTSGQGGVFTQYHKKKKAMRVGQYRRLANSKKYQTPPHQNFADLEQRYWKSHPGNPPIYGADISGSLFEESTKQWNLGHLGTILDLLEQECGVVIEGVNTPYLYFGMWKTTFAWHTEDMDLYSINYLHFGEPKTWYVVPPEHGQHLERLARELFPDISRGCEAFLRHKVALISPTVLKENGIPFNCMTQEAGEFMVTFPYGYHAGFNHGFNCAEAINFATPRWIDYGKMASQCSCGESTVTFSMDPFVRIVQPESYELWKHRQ
KinaseGlo FLuc – blocks Kinase-Glo luciferase, a counter-screen artifact; Q27757; Kinase-Glo luciferase, ATP luminescence, 8 min; AID 1379; 0.28% of 200,000 active; Potency, µM (highest dose often 38.3 µM), without a hit: at the highest dose activity change, negative = inhibition, usual class: inhibitors; note: % is set by controls: 0 for no effect and ±100 for the full control effect; nearly all actives have a fitted effect of over 60% in size
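Compound is pinned into ATP-containing buffer (10 uM ATP, imidazole pH 7.2, 7 mM MgCl2). Kinase-Glo luciferase reagent is then added. Light output is recorded following an 8-min room-temperature incubation.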
* marks the source's active call; other numbers are inactive results; i = inactive; ? = inconclusive; · = not tested or not shown; [ ] = remark or other dose. Unless noted, calls come from the whole dose curve; as a rule, active = well fitted curve in the direction sought with a large enough effect; inconclusive = small, poorly fitted or top-dose-only effect, or another doubt; inactive = no such curve, though single readings can be large; an effect the other way counts as inactive or inconclusive. Potency is the fitted concentration of half-maximal effect.

Screens in order – Lamin A splicing	ALDH1A1 inh	RECQ1 inh	SMN2 splice up	L3MBTL1 block	Tau fibril ThT	KDM4E inh	KinaseGlo FLuc
> CCN(CC)c1ccc(N=Cc2cc(Br)ccc2O)cc1
 : ·	7.94µM*	-1.4%	-17.0%	·	15.8µM*	?	-2.6%
> Cc1ccccc1-c1nn(-c2ccc(F)cc2F)cc1CNCCCN(C)C
 : ·	-0.2%	-4.2%	·	-8.2%	-11.7%	45.1%[activator]	·
> CCn1c(=O)cc(OCC(=O)Nc2nc(C)cs2)c2ccccc21
 : -15.3%	4.5%	i	?	-10.8%	0.7%	-5.7%	-1.7%
> CCOC(=O)c1c(C)[nH]c(N=Nc2ccccc2)c1C
 : -2.3%	2.9%	-8.6%	3.9%	·	7.94µM*	-4.4%	1.5%
> CCc1nnc(NS(=O)(=O)c2ccc(NS(=O)(=O)c3ccc(NC(C)=O)cc3)cc2)s1
 : -5.2%	-0.5%	-3.1%	-8.0%	·	-1.0%	-1.5%	15.1%
> Cc1nn(CC(=O)N/N=C/c2cccs2)c(C)c1[N+](=O)[O-]
 : ·	·	-6.7%	·	-1.9%	-0.4%	-1.3%	·
> COc1ccc(CNC(=O)COC(=O)c2n[nH]c3ccccc23)cc1OC
 : ?	0.7%	0.1%	-53.8%[inhibitor]	-6.3%	-9.1%	-12.5%	-0.3%
> COc1cc(SC)ccc1C(=O)N1CCN(c2ccc(O)cc2)CC1
 : ?	?	-29.6%	-0.5%	-15.8%	?	?	0.4%
> Cc1ccc(C(=O)OCC(=O)Nc2ccccc2)cc1NC(=O)c1ccco1
 : 11.3%	-3.5%	i	5.7%	2.4%	-7.6%	1.7%	0.8%
> COc1ccccc1NC(=O)c1ccc(-c2ccccc2F)o1
 : -3.3%	29.4%	i	?	·	?	·	0.4%
> CCCc1nnc(NC(=O)CCC(=O)N2CCN(S(=O)(=O)c3ccc(F)cc3)CC2)s1
 : ·	·	12.9%	·	3.6%	2.9%	1.3%	·
> CC(/C=C/c1ccc(C)o1)=C\C(=O)O
 : 23.0%	20µM*	-6.8%	-4.2%	3.7%	?	?	4.9%
> Nn1c(SCC(=O)Nc2ccc(S(=O)(=O)N3CCCC3)cc2)nnc1C(F)(F)F
 : -0.2%	?	-0.9%	-2.5%	-5.3%	7.5%	4.8%	-2.6%
> O=C(NCCc1cccs1)C12CN(Cc3ccccc3)CC1C(c1cccc([N+](=O)[O-])c1)=NO2 (configuration not stated)
 : -3.6%	?	-10.6%	-9.2%	-11.0%	-6.1%	-2.3%	2.9%
> Cc1csc(SCc2c(C(=O)O)oc3ccccc23)n1
 : 15.7%	3.4%	-1.3%	12.6%	5.6%	-4.9%	3.3%	-5.0%
> Cc1cc(Nc2ccccc2Br)n2nc(C)nc2n1
 : 10.4%	2.6%	-0.4%	-2.7%	1.9%	-2.6%	-4.3%	-0.8%
> O=[N+]([O-])c1cc([N+](=O)[O-])c(N2CCOCC2)cc1NCc1ccccc1
 : 27.3%	?	-12.8%	13.8%	?	?	0.9%	0.1%
> Cc1ccc(C(=O)N/C(=C/c2ccccc2)C(=O)NCc2ccncc2)cc1
 : ·	·	i	·	-2.4%	4.1%	3.4%	·
> CCN1CCN(C(=O)c2ccc(COc3ccc(Cl)cc3)o2)CC1
 : 6.5%	0.4%	-12.0%	-10.3%	-1.9%	-2.2%	5.0%	-1.8%
> CCCCC(=O)NCc1ccc2c(c1)cc(C)n2C
 : 11.0%	-4.9%	-9.2%	-17.2%	-10.5%	-5.6%	?	-3.4%

Arranged by the number under Tau fibril ThT (largest number first): 3 of the compounds above.
| structure | ALDH1A1 inh | RECQ1 inh | L3MBTL1 block | Tau fibril ThT | KDM4E inh |
| --- | --- | --- | --- | --- | --- |
| CCn1c(=O)cc(OCC(=O)Nc2nc(C)cs2)c2ccccc21 | 4.5% | i | -10.8% | 0.7% | -5.7% |
| CCN1CCN(C(=O)c2ccc(COc3ccc(Cl)cc3)o2)CC1 | 0.4% | -12.0% | -1.9% | -2.2% | 5.0% |
| Cc1ccccc1-c1nn(-c2ccc(F)cc2F)cc1CNCCCN(C)C | -0.2% | -4.2% | -8.2% | -11.7% | 45.1%[activator] |

Additional structures follow.
Screens in order – Lamin A splicing	ALDH1A1 inh	RECQ1 inh	SMN2 splice up	L3MBTL1 block	Tau fibril ThT	KDM4E inh	KinaseGlo FLuc
> Cc1ccc(S(=O)(=O)Nn2c(C)ccc2C)cc1
 : -0.5%	?	-26.9%	21.2%	·	-12.8%	?	-2.2%
> Cc1ccc(NC(=O)CN(C)C(=O)CCOc2cccc(C)c2)cc1
 : -9.5%	0.0%	-6.8%	·	6.1%	-8.2%	-0.4%	·
> COc1cc(-c2noc(C3CCCN(S(=O)(=O)c4cccc(Cl)c4)C3)n2)cc(OC)c1OC (configuration not stated)
 : -11.2%	12.0%	?	0.4%	-1.3%	-6.5%	-7.8%	-0.1%
> CC(=O)N1CCN(c2nnnn2-c2ccccc2)CC1
 : -1.6%	-1.3%	i	-8.1%	·	-0.9%	3.3%	-0.7%
> O=C(Cn1cnc2cc([N+](=O)[O-])ccc2c1=O)Nc1ccc2c(c1)OCO2
 : -3.5%[46 µM]	0.2%	i	9.1%	-8.7%	?	2.3%	-1.9%
> OCC1(C2=NOC(O)(C(F)(F)F)C2)CCCCC1 (configuration not stated)
 : 4.0%	-4.4%	-5.0%	7.6%	19.9%	5.9%	-13.3%	-1.6%
> CCOc1ccccc1Nc1nc(-c2sc(NC(=O)c3ccccc3)nc2C)cs1
 : -1.5%	?	-15.8%	-9.8%	-9.8%	?	?	-2.3%
> Cc1ccccc1CNCc1cccnc1
 : -11.6%	3.3%	i	-10.0%	·	-9.1%	5.9%	17.6%
> CC(=O)N1CCN=C1SCc1ccc(Br)cc1
 : ?	-3.9%	-0.9%	4.4%	6.7%	-16.5%	-6.8%	-3.0%
> Cc1nnc(NC(=O)CSc2nnc(-c3ccccc3)n2C)s1
 : 4.5%[46 µM]	?	12.2%	1.9%	7.6%	-9.5%	15.3%	1.2%
> CCOc1ccc(NC(=S)N(CCc2c(C)[nH]c3ccc(C)cc23)Cc2ccco2)cc1
 : ?	?	-3.5%	0.0%	-14.6%	?	-6.1%	-0.2%
> Cc1ccc(-c2nn(-c3ccccc3)cc2C2CC(c3cccs3)=NN2C(=O)CCC(=O)O)cc1 (configuration not stated)
 : 11.0%	?	i	-13.6%	·	?	?	1.0%
> CCOc1ccc(NC(=O)C2CCC(C)(C(=O)O)C2(C)C)cc1 (configuration not stated)
 : 3.4%	13.7%	-2.2%	-7.9%	0.4%	1.7%	1.3%	-5.3%
> Cn1c(=O)c(-c2cccs2)nc2cnc(Oc3ccccc3)nc21
 : ·	?	-5.1%	-14.8%	·	·	·	-0.9%
> Cc1ccnc(NC(=O)CCC(=O)N(CC(=O)NCCc2ccccc2)Cc2cccs2)c1
 : ·	14.1µM*	11.7%	5.6%	-0.2%	-2.9%	4.4%	0.5%
> CCCC1CC(=O)OC1(C)C(=O)CSc1n[nH]c(-c2ccccc2)n1 (configuration not stated)
 : -1.6%	12.6µM*	12.7%	-17.0%	·	-0.5%	1.6%	0.0%
> O=C(O)Cc1cc2c(s1)CCCCC2
 : 2.6%	9.1%	i	25.0%	-1.0%	-7.9%	-0.3%	-0.1%
> Cc1cc(C(=O)O/N=C(\N)c2ccncc2)ccc1[N+](=O)[O-]
 : ·	-21.0%	-4.1%	·	-19.8%	?	-4.3%	·
> COc1ccccc1NC(=O)Cc1nnc(SCC(=O)Nc2ccccc2F)n1C
 : ?	-4.4%	-5.5%	-24.0%	·	-7.1%	12.0%	1.6%
> Cn1cccc1Cc1nnc(SCC(=O)Nc2cccc(F)c2)n1-c1ccc(F)cc1
 : -8.6%	?	2.9%	0.5%	-1.4%	0.1%	1.7%	3.7%
> O=S1(=O)C=C(SCc2ccc(F)cc2)Nc2ccccc21
 : ·	11.0%	i	-2.0%	-5.6%	0.0%	-11.7%	4.5%
> N#Cc1c(NC(=O)CSc2ncn[nH]2)sc2c1CCCC2
 : ?	-15.0%	-12.6%	-62.1%[inhibitor]	·	-6.1%	-9.3%	-3.3%
> COc1ccc(-c2nc(C#N)c(NCc3ccc(C)cc3)o2)cc1OC
 : -0.4%	?	-1.2%	0.5%	·	0.3%	?	-3.2%
> O=C(CSc1nnc(-c2ccccc2O)n1Cc1ccccc1)NNC(=O)c1ccccc1O
 : ?	-3.3%	-6.4%	-18.8%	1.8%	-5.5%	?	-2.5%
> COCCCNC(=O)C1CCN(c2ncccn2)CC1
 : 1.2%	?	-3.9%	14.4%	-2.8%	-5.9%	?	8.1%
> Clc1ccc2nc3ccccn3c2c1
 : 10.9%	?	-6.0%	-9.3%	6.6%	-5.1%	?	-7.2%
> Cc1nn(CC(=O)Nc2cc(S(=O)(=O)N(C)C)ccc2Cl)c(C)c1[N+](=O)[O-]
 : ?	-1.1%	-4.7%	-8.1%	8.2%	7.7%	0.4%	-1.8%
> O=C(Cn1cnc2c(nnn2-c2ccccc2)c1=O)N1CCCc2ccccc21
 : -5.9%	-4.4%	-3.5%	-10.7%	7.8%	-12.6%	7.1%	2.8%
> O=c1[nH]c2ccc(Cl)cc2c(-c2ccccc2)c1N1CCN(CCO)CC1
 : 17.1%	?	7.6%	-7.9%	-4.5%	1.5%	?	-3.8%
> O=C(C/C=N/OCc1ccccc1F)c1cnc(-c2ccc(Cl)cc2)s1
 : -7.2%	22.4µM*	-4.7%	0.1%	-5.1%	?	-21.8%	-4.3%
> CNC(=S)NCCc1cc2c(OC)ccc(OC)c2[nH]c1=O
 : 10.2%[9.22 µM]	?	-6.2%	-13.3%	·	1.0%	-17.8%	1.0%
> COc1ccc2c(c1)OC(=O)CC2c1ccc2c(c1)OCO2 (configuration not stated)
 : ·	?	-7.1%[81.1 µM]	·	·	-17.7%[81.4 µM]	·	4.5%[39.9 µM]

An excerpt; count on the stated rates, not on these rows.
